Source: PubChem BioAssay (National Center for Advancing Translational Sciences (NCATS))
GCN5L2 inh = inhibitors of human GCN5L2 histone acetyltransferase | GCN5L2 HAT assay, ThioGlo1 CoA-SH fluorescence | hit rate 0.21% among 390,000 | AID 504327 | Potency, µM (series often up to 58.9 µM), without a hit: at the highest dose activity change, negative = inhibition, hits mostly inhibitors | Q92830
Target sequence (Q92830 whole entry, looked up): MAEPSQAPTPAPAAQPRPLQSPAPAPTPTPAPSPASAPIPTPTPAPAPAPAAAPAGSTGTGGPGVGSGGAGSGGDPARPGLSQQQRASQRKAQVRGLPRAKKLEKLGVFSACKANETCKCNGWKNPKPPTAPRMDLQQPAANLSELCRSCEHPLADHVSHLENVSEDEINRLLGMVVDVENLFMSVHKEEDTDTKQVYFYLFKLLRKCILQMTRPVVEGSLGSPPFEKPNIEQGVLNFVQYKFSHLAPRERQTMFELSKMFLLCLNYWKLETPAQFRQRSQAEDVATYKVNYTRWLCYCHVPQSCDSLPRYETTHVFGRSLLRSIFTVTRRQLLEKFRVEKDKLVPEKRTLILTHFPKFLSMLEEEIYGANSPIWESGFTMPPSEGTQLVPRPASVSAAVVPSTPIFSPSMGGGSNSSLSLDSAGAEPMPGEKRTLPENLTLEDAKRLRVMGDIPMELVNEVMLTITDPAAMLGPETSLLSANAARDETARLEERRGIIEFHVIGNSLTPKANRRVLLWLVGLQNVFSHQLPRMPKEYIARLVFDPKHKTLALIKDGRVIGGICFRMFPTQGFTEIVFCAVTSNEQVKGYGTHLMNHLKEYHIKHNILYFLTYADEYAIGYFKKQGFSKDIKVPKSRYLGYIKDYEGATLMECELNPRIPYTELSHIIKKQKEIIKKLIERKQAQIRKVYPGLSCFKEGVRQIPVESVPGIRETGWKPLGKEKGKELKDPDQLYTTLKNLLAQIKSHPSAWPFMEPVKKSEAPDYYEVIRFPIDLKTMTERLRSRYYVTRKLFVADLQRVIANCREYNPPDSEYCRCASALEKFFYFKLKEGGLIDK
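Compounds, pin-transferred from DMSO stocks, meet 20nM GCN5L2 for 15 min before the reaction begins with H3(1-25) peptide (75uM) and acetyl-CoA (70uM). Thiol-reactive ThioGlo1 reports CoA release over 20 min at room temperature.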
DT40 TDP1 CPT = DT40-hTDP1 cell growth loss with CPT; hit rate 12% among 420,000; Potency, µM (top dose mostly 46.2 µM), without a hit: at the top dose activity change, negative = growth inhibition, hits mostly inhibitors; chicken DT40 Tdp1-/-;hTDP1 cells + 20 nM CPT, ATP luminescence, 48 h; AID 686979; also: nearly all actives have a fitted effect of over 55% in size
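Chicken DT40 Tdp1-/- cells stably complemented with human TDP1 were seeded at 400 cells/well in medium containing 20 nM camptothecin, exposed to pin-transferred compounds, and grown at 37 °C for at least 48 hr. Viability was read as ATP luminescence.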
TDP1 cell noCPT = qHTS for Inhibitors of human tyrosyl-DNA phosphodiesterase 1 (TDP1): qHTS in cells in absence of CPT | AID 686978, 2013 | Potency, µM (titrated, usually from 46.2 µM), inactives show top-dose activity change, negative = growth inhibition, usual class: inhibitors | hit rate 15% among 420,000 | DT40 Tdp1-/- hTDP1 cells, no CPT, ATP luminescence, 48 h; also: nearly all actives have a fitted effect of over 55% in size
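Growth kinetics read by CellTiter-Glo luminescence after ≥48 hr at 37 °C. Cells: DT40 Tdp1-/- stably carrying human TDP1, 400 per well, compound exposure in the absence of CPT (DMSO vehicle).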
An asterisk follows results filed as active; ? = inconclusive; · = not tested or not shown; & = joins results of further samples; [ ] = dose if it differs, or a comment. Calls follow the shape of the dose curve; as a rule, active = well fitted curve in the direction sought with a large enough effect; inconclusive = small, poorly fitted or top-dose-only effect, or another doubt; inactive = no such curve, though single readings can be large; an effect the other way counts as inactive or inconclusive. % is scaled to controls: 0 for no effect and ±100 for the full control effect; potency is read from the fitted curve at half-maximal effect.

Results follow in this order: GCN5L2 inh	DT40 TDP1 CPT	TDP1 cell noCPT
O=C(O)C1CC=CCC1C(=O)NC1CCCCC1 (centres undefined)
  1%	-7%	-6%
COc1ccc(CN2CCCC(CNC(=O)c3ccc(F)cc3)C2)c(F)c1 (centres undefined)
  4%	-4%	?
CCSc1nnc(NC(=O)/C=C/c2ccco2)s1
  -10%	2%	-25%
COc1cccc(CNC(=O)[C@@H]2CCCN2C(=O)OC(C)(C)C)c1
  ·	-21%	-13%
CCOC(=O)c1c(N)sc(-c2ccccc2)c1C
  -7%	?	?
C[C@]12c3[nH]c4ccccc4c3CCN1C(=O)C(CC(=O)NCCCn1ccnc1)C[C@@H]2C(=O)N1CCCCC1 (some centres undefined)
  0%	-12%	-8%
CCCCCCCNC(=O)C1(CC2CC(c3ccccc3)=NO2)CCN(C(=O)OC(C)(C)C)CC1 (centres undefined)
  -12%	?	18µM*
COc1ccc(CNC(=O)c2ccc(Cn3c(=O)c4cccn4c4cccnc43)cc2)c(OC)c1
  0%	-27%	-14%
NC(=O)c1ccc(N2CCC(C(N)=O)CC2)c([N+](=O)[O-])c1
  0%	2%	-16%
CC(C)NC(=O)Nc1ccc2c(c1)C(=O)N([C@H](C)CO)C[C@@H](C)[C@@H](CN(C)C(=O)NC1CCCCC1)O2
  0%	1%	-2%

Four consecutive compounds from above, for reference:
Results follow in this order: GCN5L2 inh	DT40 TDP1 CPT	TDP1 cell noCPT
O=C(O)C1CC=CCC1C(=O)NC1CCCCC1 (centres undefined)
  1%	-7%	-6%
COc1ccc(CN2CCCC(CNC(=O)c3ccc(F)cc3)C2)c(F)c1 (centres undefined)
  4%	-4%	?
CCSc1nnc(NC(=O)/C=C/c2ccco2)s1
  -10%	2%	-25%
COc1cccc(CNC(=O)[C@@H]2CCCN2C(=O)OC(C)(C)C)c1
  ·	-21%	-13%

Of the compounds above, three have an aryl methoxy group.
Results follow in this order: GCN5L2 inh	DT40 TDP1 CPT	TDP1 cell noCPT
COc1ccc(CN2CCCC(CNC(=O)c3ccc(F)cc3)C2)c(F)c1 (centres undefined)
  4%	-4%	?
COc1cccc(CNC(=O)[C@@H]2CCCN2C(=O)OC(C)(C)C)c1
  ·	-21%	-13%
COc1ccc(CNC(=O)c2ccc(Cn3c(=O)c4cccn4c4cccnc43)cc2)c(OC)c1
  0%	-27%	-14%

The listing continues:
Results follow in this order: GCN5L2 inh	DT40 TDP1 CPT	TDP1 cell noCPT
CCOC(=O)C1(Cc2cccc(OC)c2)CCCN(C(=O)CCN2CCCO2)C1 (centres undefined)
  -2%	-24%	3%
CSc1nc(Sc2ccccc2)c2ccccc2n1
  -3%	-11%	-25%
O=S(=O)(Nc1cccc(CCc2ccccn2)c1)c1cc(Cl)ccc1Cl
  -25%	4%	?
CC(OC(=O)Cc1ccsc1)C(=O)Nc1ccc(Cl)cn1 (centres undefined)
  -1%	14%	6%
CCOc1ccc(OCCSc2nc(C)cc(=O)[nH]2)cc1
  -8%	12µM*	21µM*
CN1C(C(=O)c2ccccc2)=C(NC(=O)c2ccc(F)cc2)c2ccccc2S1(=O)=O
  -23%	?	?
CCCCn1c(SCC(=O)N2CC(C)CC(C)C2)nc2cc(S(N)(=O)=O)ccc21 (centres undefined)
  -4%	?	?
COc1ccc(CNCCC(c2ccc(F)cc2)c2ccc(OC)cc2)cc1 (centres undefined)
  2%	12µM*	10µM*
Cc1ccnc(NC(=O)c2cccc(S(=O)(=O)N3CCN(c4ccccc4)CC3)c2)c1
  4%	0%	?
COc1cccc(NC(=O)CN(C)C(=O)c2cc(-c3ccccc3)nc3ccc(C)cc23)c1
  ·	13µM*	10µM*

(listing goes on)
Results follow in this order: GCN5L2 inh	DT40 TDP1 CPT	TDP1 cell noCPT
CCC(NC(=O)CNC(=O)CNC(=O)c1ccc(Cl)cc1Cl)c1ccc(C)cc1 (centres undefined)
  -2%	?	?
COc1cc(C(=O)N2CCN(C(=O)c3ccccc3)CC2)cc(OC)c1OC
  -2%	2%	4%
COc1ccc(OC)c(CCNC(=O)C(C)n2nc(C)c3c(C)n(-c4ccccc4)nc3c2=O)c1 (centres undefined)
  0%	?	?
CCOC(=O)N1CCN(C(=O)C2CCN(S(=O)(=O)CC)CC2)CC1
  -5%	-2%	3%
COc1ccc2c(c1)C(=O)CC(c1ccc3c(c1)OCCO3)O2 (centres undefined)
  ?	-27%	?
CC(CCc1ccccc1)NC(=O)Cc1cccs1 (centres undefined)
  -19%	2%	-15%
COc1ccc(NC(=O)N2CCCC2C(=O)NCc2ccccc2Cl)cc1 (centres undefined)
  2%	-18%	-18%
Cc1ccc(-c2nc(SC(C)C(=O)N3CCOCC3)n[nH]2)cc1 (centres undefined)
  1%	-2%	7%
COc1cccc(NC(=O)COC(=O)Cc2ccc(Br)cc2)c1
  -10%	4%	-9%
CCN(c1ccccc1)S(=O)(=O)c1ccc(OC)c(NC(=O)CN2C(=O)NC(C)(C)C2=O)c1
  -2%	-14%	-1%

New compounds follow
Results follow in this order: GCN5L2 inh	DT40 TDP1 CPT	TDP1 cell noCPT
CC(C)Nc1ccc(-c2nc(-c3ccncc3)no2)cc1[N+](=O)[O-]
  -3%	-25%	-14%
c1cncc(-c2nnc3sc(C4CCCCC4)nn23)c1
  4%	-20%	?
C/C(=N\NC(=O)c1cc(C)nc2ccccc12)c1cccs1
  -4%	-2%	-28%
CN(C)CCOc1ccc(C(C)(C)c2ccccc2)cc1
  -2%	?	?
O=C(CCc1ccc(S(=O)(=O)NC2CCCCC2)cc1)N(Cc1ccccc1)Cc1ccccc1
  -11%	?	?
CCCc1cc(CN(C)C(=O)CC2C(=O)NCCN2Cc2ccccc2C)[nH]n1 (centres undefined)
  -9%	7%	2%
CCn1c(COc2ccc(C)cc2)nnc1SCC(=O)Nc1ccc2c(c1)OCCO2
  -6%	-16%	-4%
COc1cccc(/C=N/n2cnc3c(cnn3-c3ccccc3)c2=O)c1
  -2%	6%	-6%
Cc1ccccc1-c1noc(-c2cccs2)n1
  -6%	-13%	-23%
CC(=O)NC(NC(=S)Nc1c(C)n(C)n(-c2ccccc2)c1=O)C(Cl)(Cl)Cl (centres undefined)
  -2%	?	7%

(continued)
Results follow in this order: GCN5L2 inh	DT40 TDP1 CPT	TDP1 cell noCPT
CC(C)n1cnc2cc(NCc3ccccn3)ccc21
  0%	3%	-7%
COCCN(C(=S)Nc1cc(C)cc(C)c1)C(C)c1cccs1 (centres undefined)
  -5%	18µM*	?
CN1CN=C(NS(=O)(=O)c2ccc([N+](=O)[O-])cc2)NC1
  0%	2%	3%
CC1(C)CC(CC(=O)Nc2ccccc2[N+](=O)[O-])C(=O)O1 (centres undefined)
  0%	-7%	-5%
Cc1cc(OCC(=O)Nc2cccnc2)c2c(C)cc(=O)oc2c1
  1%	-14%	-25%
COc1ccc(CC(=O)Nc2ccc(S(=O)(=O)Nc3cc(C)on3)cc2)cc1OC
  -1%	-12%	-23%
COc1ccc2ncc3c(-c4ccc(C)c(C)c4)nn(CC(=O)NC4CCCCC4)c3c2c1
  -3%	8.2µM*	12µM*
O=C(Nc1ccc(F)cc1)OCCOc1ccc([N+](=O)[O-])cc1
  -1%	-15%	?
Cn1nc(C(C)(C)C)cc1C(=O)N1CCCCC1c1cc(C(=O)Nc2ccccc2)no1 (centres undefined)
  ·	21µM*	23µM*
CC[C@H](C)[C@H]1CNC(=O)C(=O)N1CC1CCN(CCc2ccc(Cl)c(Cl)c2)CC1
  ·	?	-17%

More entries
Results follow in this order: GCN5L2 inh	DT40 TDP1 CPT	TDP1 cell noCPT
Cc1c(C#N)c(N=CN(C)C)c(C(=O)c2ccc(Br)cc2)n1-c1ccccc1
  0%	-16%	-29%
COC(=O)c1c(NC(C)=O)c2c3c(sc2n1Cc1cc(C)ccc1C)CCCC3
  -5%	-18%	-56%
Cc1ccc(N(CC(=O)N/N=C/c2ccc(OCC(N)=O)cc2)S(C)(=O)=O)cc1Cl
  -1%	32%[activator]	-20%
O=C(CN1CCN(CC(=O)Nc2ccc(Cl)cc2)CC1)Nc1ccc(F)cc1
  22%	0%	-4%
Cc1ccccc1NCc1ccc(O)c2ncccc12
  -5%	2.6µM*	5.2µM*
O=C(NCc1csc(-c2cccs2)n1)C1CC1
  -6%	6%	-6%
CNc1ccc(C=C2C=Cc3ccccc32)cc1
  ·	2%	-28%
CC(C)CC(COCc1ccc(Cl)cc1)N1CCN(C(=O)c2ccc(Cl)cc2Cl)CCC1=O (centres undefined)
  -16%	23µM*	?
COc1ccc(Cl)cc1S(=O)(=O)Nc1ccc2c(c1)n(C)c(=O)n2C
  -3%&-6%	15µM*	?
O=C(COc1ccccc1)c1ccccc1
  ·	20%	-6%

New compounds follow.
Results follow in this order: GCN5L2 inh	DT40 TDP1 CPT	TDP1 cell noCPT
CS(=O)(=O)c1ccc2nc(NC(=O)c3ccc(NS(=O)(=O)c4cccc([N+](=O)[O-])c4)cc3)sc2c1
  -15%	2%	-14%
COc1ccccc1N1CCN(C(=O)c2cc3c(s2)CCCCC3)CC1
  ?	?	?
COc1ccc(Nc2nc3ccccc3nc2NS(=O)(=O)c2ccc(Cl)cc2)cc1OC
  -3%	9.2µM*	?
N#Cc1c(Sc2ncc(C(F)(F)F)cc2Cl)nsc1C/C=N\OCc1ccccc1Br
  -16%	?	?
CCOc1ccc(NC(=O)CCc2c(C)nc3cc(-c4ccc(Cl)cc4)nn3c2C)cc1
  2%	15µM*	16µM*
Nc1ncnc(N2CCc3ccccc32)c1[N+](=O)[O-]
  -1%	5.8µM*	7.3µM*
COc1ccc(-c2nc3c(Cl)cc(C(F)(F)F)cn3c2Cc2cccc(F)c2)cc1OC
  ·	23µM*	18µM*
COCCn1c(=O)c(CCc2ccccc2)nc2cnc(Nc3ccccc3)nc21
  -3%	5%	17%
Cn1ncc([N+](=O)[O-])c1C(=O)N/N=C/c1cccc([N+](=O)[O-])c1
  -12%	8%	10%
CC(SC1=NCCS1)C(=O)Nc1nnc(-c2ccc(Br)cc2)s1 (centres undefined)
  ?	?	?

Carrying on:
compound	GCN5L2 inh	DT40 TDP1 CPT	TDP1 cell noCPT
O=C(NCc1ccccc1)c1ccccc1	·	-24%	3%
O=C(Cc1c(Sc2ccccc2)c2ccccc2n1Cc1ccccc1)NCCO	-8%	?	-24%
O=[N+]([O-])c1cccc(N=Nc2ccc(O)cc2O)c1	·	3.3µM*	5.2µM*
Cn1c(N)c(C(=O)COC(=O)c2ccccc2C(=O)c2ccc(Cl)c([N+](=O)[O-])c2)c(=O)n(C)c1=O	-10%	?	18µM*
CCOC(=O)Cn1cnc2onc(-c3ccc(F)cc3)c2c1=O	-2%	-2%	0%
CCOc1ccc(N(CC(=O)Nc2ccccc2C)S(=O)(=O)c2c(C)[nH]c(=O)[nH]c2=O)cc1	-9%	-4%	15%
CSc1cccc(CNC(=O)CC2C(=O)NCCN2CC(C)(C)C)c1 (centres undefined)	4%	3%	-14%
Nc1ccccc1-c1nc2ccccc2s1	-2%	10%	2%
CC(=O)c1ccc(N2CCN(S(=O)(=O)c3cccc(S(=O)(=O)N4CCOCC4)c3)CC2)cc1	3%	?	?
CCN(CC)CCNC(=O)c1ccc(NC(=O)c2cccc(S(=O)(=O)N3CCc4ccccc43)c2)cc1	-24%	?	?
COC(=O)[C@H]1C[C@@H]1[C@H](NS(=O)(=O)c1ccc2ccccc2c1)c1ccccc1	-8%	-15%	-19%
Nc1cc([N+](=O)[O-])ccc1Nc1ccc(O)cc1	-13%	?	?
Cc1ccc(S(=O)(=O)N(C)C)cc1NC(=S)N1CCc2ccccc21	-7%	-26%	-23%
COC(=O)C(CSCc1ccccc1)NC(=O)CSc1nc(C)cc(=O)[nH]1 (centres undefined)	-10%	1%	-10%
CC(C)(C)n1nnnc1C(c1ccc(C(F)(F)F)cc1)N(Cc1ccccc1)Cc1ccco1 (centres undefined)	12%	21µM*	?
CN1C(=O)C(CC(=O)Nc2ccc(F)cc2)N(Cc2ccco2)C1=S (centres undefined)	-7%	8%	-14%
N/C(=N\OC(=O)c1ccccc1Cl)c1ccc(Cl)cc1	1%	-26%	-27%
Cc1ccc(Nc2nc(N)nc(CN3CCN(C(=O)c4ccco4)CC3)n2)cc1Cl	-1%	?	?
COCOc1cccc(CN2CCC2(C)C(=O)Nc2ccc(C)c(O)c2)c1 (centres undefined)	·	26µM*	18µM*
CC1=C(C(=O)Nc2ccccc2C)C(c2cccnc2)n2nc(SCc3ccccc3)nc2N1 (centres undefined)	3%	?	?
C=CCc1cc(/C=C2/NC(=O)N(CC(=O)OC)C2=O)cc(OC)c1O	-7%	-7%	-19%
COc1ccc(CCNC(=O)CCCn2c(=O)c3ccccc3n(CC(=O)Nc3ccccc3C)c2=O)cc1OC	2%	-5%	-14%

The list is partial (hit frequency here may not be typical).
